E coli Lon inh: inhibits E. coli Lon protease; P0A9M0; purified E. coli Lon protease, fluorescence polarization; inhibition, % at 7.94 µM; 360,000 tested, 0.42% active; AID 602123; in the data active = inhibition above about 13%, passing the limit was not always enough;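 also: 0% = enzyme with probe and DMSO and 100% = no enzyme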
SKN-1 block: blocks SKN-1 activity in C. elegans; inhibition, % at 21.8 µM; C. elegans VP596 Pgst-4::GFP/RFP ratio, acrylamide-induced, 24 h; 360,000 tested, 0.49% active;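 active = interference check ratio from 0.5 to 1.5 plus GFP to RFP signal ratio inhibition reaching or exceeding a fixed threshold, cut at about 30% in these data, passing the limit was not always enough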; also: some compounds called inactive have numbers as strong as hits
MT1-MMP act inh: MT1-MMP (human) activation inhibition. P50281. HT1080 RFP-PRO-GFP cells, GFP/RFP ratio fluorescence, overnight; percent of plate control window, DMSO zero. GFP/RFP ratio change, % at 20 µM. 360,000 tested, 0.061% active. AID 651647;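 active = GFP/RFP ratio change of at least 30% with cell ATP level not reduced by more than half and red fluorescence within 50% of control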; also: strong numbers were not always called active
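Test system: HT1080 cells expressing an RFP-PRO-GFP fluorescent reporter construct / Compound dosing: single-point 20 µM compound, 1% DMSO / Schedule: cells overnight before dosing, compound overnight, 37 °C, 5% CO2 / Evaluation: GFP/RFP fluorescence ratio / Control set: DMSO and RFP-L50D-GFP cell wells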
Neddyl block: cullin neddylation inhibition | P61081+Q13564 | TR-FRET cullin neddylation, biochemical | calls only at 25 µM | 360,000 tested, 0.58% active; in the data active = inhibition above about 36%
Target sequence (P61081 whole entry, looked up): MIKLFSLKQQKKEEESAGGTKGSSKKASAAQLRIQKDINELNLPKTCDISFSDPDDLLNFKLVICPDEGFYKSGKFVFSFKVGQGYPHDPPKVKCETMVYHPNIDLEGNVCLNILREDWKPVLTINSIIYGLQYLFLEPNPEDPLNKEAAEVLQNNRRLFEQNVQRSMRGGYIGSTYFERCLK
Target sequence (Q13564 whole entry, looked up): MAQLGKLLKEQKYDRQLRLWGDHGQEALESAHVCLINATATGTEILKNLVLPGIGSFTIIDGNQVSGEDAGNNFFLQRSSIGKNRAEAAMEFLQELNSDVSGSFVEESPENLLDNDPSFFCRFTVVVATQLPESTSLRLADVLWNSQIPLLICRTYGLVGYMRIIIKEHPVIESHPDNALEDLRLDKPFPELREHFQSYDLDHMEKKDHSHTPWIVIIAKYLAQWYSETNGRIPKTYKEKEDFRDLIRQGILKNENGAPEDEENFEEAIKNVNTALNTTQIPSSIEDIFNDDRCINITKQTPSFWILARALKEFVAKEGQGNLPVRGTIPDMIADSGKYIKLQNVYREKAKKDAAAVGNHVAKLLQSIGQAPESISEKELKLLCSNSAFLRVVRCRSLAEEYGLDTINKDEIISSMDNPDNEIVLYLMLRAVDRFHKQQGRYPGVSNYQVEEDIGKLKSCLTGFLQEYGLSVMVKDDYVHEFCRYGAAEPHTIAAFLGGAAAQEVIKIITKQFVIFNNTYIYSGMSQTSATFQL
Rin1 Abl inh: blocks binding of human Rin1 to Abl; inhibition, % at 7.35 µM; 360,000 tested, 0.4% active; TR-FRET Rin1/Abl binding, biochemical; P00519+Q13671; in the data active = inhibition above about 5%, passing the limit was not always enough
MsrA act: activates bovine MsrA enzyme; activation, % at 10.6 µM; purified bovine MsrA, absorbance read-out; AID 602163; 360,000 tested, 0.3% active; in the data active = activation above about 7.5%;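 also: 0% = vehicle and 100% = reference activator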
NRP1-CendR mod: modulators of CendR peptide binding to human neuropilin-1 | O14786 | FAM-RPARPAR peptide binding to NRP-1, fluorescence polarization | inhibition, % at 25 µM | 360,000 tested, 0.85% active | AID 602438;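 active = inhibition or corrected inhibition above about 18%, plus a signal ratio from 0.5 to 1.5, limit read from the data, passing the limit was not always enough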; also: strong numbers were not always called active
FAS TE block: FAS thioesterase (human) inhibition; recombinant FAS-TE, OMFH fluorogenic substrate, fluorescence endpoint; 360,000 tested, 0.67% active; P49327; inhibition, % at 15 µM;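 active = compounds whose normalised, plate-corrected inhibition of enzyme fluorescence in the single-dose primary screen is 50% or more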;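 also: 0% = DMSO with enzyme and 100% = substrate without enzyme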
PABP1 MLLE inh: inhibitors of microRNA-mediated deadenylation, human PABP1 MLLE binding. 360,000 tested, 0.36% active. AID 588489. inhibition, % at 20 µM. P11940. GST-MLLE / FITC-PAM2 fluorescence polarization; in the data active = inhibition above about 35%, passing the limit was not always enough;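 also: plate controls were DMSO wells with GST-MLLE for no effect and wells lacking GST-MLLE protein for full effect; some results filed as inactive read as strong as hits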
Starred values were filed as active, the others as inactive; i = inactive; / = no result given.

SMILES	E coli Lon inh	SKN-1 block	MT1-MMP act inh	Neddyl block	Rin1 Abl inh	MsrA act	NRP1-CendR mod	FAS TE block	PABP1 MLLE inh
CN1CCN(c2oc(/C=C/c3ccccc3)nc2C#N)CC1	-1	-14	5	i	-2	-4	0	-4	-8
NC(=O)CC(NC(=O)Cc1cccc2ccccc12)c1ccc(NCc2ccc(F)cc2)c([N+](=O)[O-])c1 (configuration not stated)	-8	-4	12	i	-2	1	-17	6	-22
CCCn1cc(CN2CCC(n3nccc3NC(=O)C(OC)c3ccccc3)CC2)c(C)n1 (configuration not stated)	-9	-12	1	i	0	0	0	-10	8
C=CCN1C=CC(=O)CC1	4	-9	2	i	3	-14	1	-10	-3
COc1c2ccoc2nc2c(OC)c(OCC(O)C(C)(C)O)ccc12 (configuration not stated)	1	0	3	/	-2	-10	-4	-7	8
O=C(O)c1ccccc1CSc1nnc2c(n1)[nH]c1ccccc12	-5	4	-2	i	0	-2	2	-2	40
COc1cc(-c2cc(=O)c3c(O)cc(O)cc3o2)ccc1O	-4	12	-87	i	-3	-4	-13	0	-12
COc1ccccc1N1CC(C(=O)OCC(=O)c2c(N)n(C)c(=O)n(C)c2=O)CC1=O (configuration not stated)	-6	17	-3	i	-2	-3	15	-8	-10
O=C(Nc1ccccc1N1CCN(C(=O)c2ccc(Cl)cc2)CC1)c1cccc(F)c1	-11	-7	-2	i	4	-4	1	34	0
COc1ccc(-c2c(C)c3cc(O)ccc3oc2=O)cc1OC	8	4	0	i	5	-9	4	-11	-2
CC(C(=O)O)c1n[nH]c(=O)c2ccccc12 (configuration not stated)	6	-4	0	i	2	-11	6	-8	-2
COc1ccc(C2(C)NC(=O)N(CC(=O)NC3(C#N)CCCCC3)C2=O)cc1 (configuration not stated)	-10	8	1	i	1	-1	2	-7	-12
COc1cccc(C(C)(O)c2nc(-c3ccccc3)cs2)c1 (configuration not stated)	9	18	-6	i	0	-1	-6	11	2
COc1ccc(/C=C/C(=O)N2CCN(S(=O)(=O)c3ccccc3)CC2)cc1OC	-1	-3	3	i	-4	-6	0	-2	-20
COc1ccc(Oc2coc3cc(OC(=O)/C=C/c4ccc(F)cc4)ccc3c2=O)cc1	4	10	2	i	-2	-1	-13	3	-4
COc1ccc(S(=O)(=O)N2CCOCC2)cc1NC(=O)CSc1nnc2c(n1)[nH]c1ccccc12	-8	7	7	i	-7	-4	-14	7	10
O=C(OCc1ccccc1)N1CCC2CC1c1cc(N3CCN(C(=S)NCCc4ccccc4)CC3)ccc12 (configuration not stated)	-4	9	4	i	-2	-5	16	25	-95
CC(C)Oc1ccc(S(=O)(=O)N2CCOCC2)cc1NC(=O)CN1C(=O)NC2(CCCC2)C1=O	-1	9	3	i	1	-10	9	-3	10
COc1cc2c(cc1OC)C(c1cccc(Br)c1)CC(=O)N2 (configuration not stated)	-3	-3	5	i	1	-2	3	7	-2
CCCCN(C)S(=O)(=O)c1cc(Br)cc2c1N(C(=O)C1CC1)CC2	-8	0	1	i	1	1	12	29	-2
O=C(CSc1ccc(-c2ccc(F)cc2)nn1)NCCc1ccccc1	-1	1	2	i	-3	-6	-6	0	19
COc1cccc(N2CC(C(=O)NC3CCCCC3)CC2=O)c1 (configuration not stated)	-3	-1	2	i	0	-3	-8	-4	7
Nc1cc(N)c2c(c1)C(=O)c1ccccc1-2	-2	6	6	i	-12	-2	7	-5	0
S=C(Nc1ccccc1)c1nc2ccccc2s1	-3	5	-3	i	0	-6	-2	16	-97
CC[C@H](C)C(C(=O)N1CCN(C(=O)OC(C)(C)C)CC1)n1cc(C(Cc2ccc(O)cc2)NC(=O)OC(C)(C)C)nn1 (some centres not stated)	-1	-7	0	i	2	1	-3	-6	-4
O=C(c1ccc2c(c1)OCCO2)N(c1ccccn1)C1CCCCC1	1	3	2	i	0	-5	18	2	2
Cc1cc(Cl)cc(C)c1OCCOCCNCc1ccccc1	3	14	-2	i	1	-4	-9	7	-1
CCCCN1CCS(=O)(=O)N(Cc2ccccc2Br)CC(C(=O)OC)C1 (configuration not stated)	-6	-14	-2	i	0	-2	4	12	15
Cc1nn(-c2ccc(Cl)c(Cl)c2)c(=O)c2ccccc12	11	-22	8	i	2	2	38*	-4	-5
Cc1ccc(CCSc2ccc(C(C)C)cc2)cn1	1	8	0	i	-1	0	-10	4	31

Of the compounds above, these contain two or more sulfur atoms.
SMILES	E coli Lon inh	SKN-1 block	MT1-MMP act inh	Neddyl block	Rin1 Abl inh	MsrA act	NRP1-CendR mod	FAS TE block	PABP1 MLLE inh
COc1ccc(S(=O)(=O)N2CCOCC2)cc1NC(=O)CSc1nnc2c(n1)[nH]c1ccccc12	-8	7	7	i	-7	-4	-14	7	10
S=C(Nc1ccccc1)c1nc2ccccc2s1	-3	5	-3	i	0	-6	-2	16	-97

(list continues)
SMILES	E coli Lon inh	SKN-1 block	MT1-MMP act inh	Neddyl block	Rin1 Abl inh	MsrA act	NRP1-CendR mod	FAS TE block	PABP1 MLLE inh
COc1ccccc1C(=O)COC(=O)CNS(=O)(=O)c1ccc(C)cc1	-9	-15	5	i	-2	-5	-9	4	-16
O=C(O)[C@@H]1CSC2c3ccccc3C(=O)N21 (some centres not stated)	3	-19	-1	i	0	-2	9	-1	30
CC(=O)c1ccc(N2CCN(C(=O)CNS(=O)(=O)c3ccc4c(c3)OCCCO4)CC2)c(F)c1	-1	5	1	i	1	-8	-1	-2	5
COc1ccc(OC)c(NC(=O)CCC(=O)Nc2nnc(C(C)C)s2)c1	1	13	3	i	0	-1	8	-4	1
O=C(N=Nc1c(O)[nH]c2ccc(Br)cc12)c1ccccc1-n1cccc1	24*	3	-8	i	-2	-2	4	16	-2
CCc1nc2c(OCc3c(C)noc3C)cccn2c1N(C)C(=O)C(C)C	1	4	1	i	1	-2	9	-4	15
O=C(Nc1cc(C(F)(F)F)ccc1-n1cncn1)c1ccc([N+](=O)[O-])o1	-4	-2	7	i	0	-3	-16	6	3
COc1cc(/C=C/c2cc(OC(C)=O)c3ccccc3n2)c(OC(C)=O)c([N+](=O)[O-])c1	4	4	37*	i	1	-9	-6	-1	7
COc1ccc(Cl)cc1NC(=O)CN1C(=O)NC(C)(Cc2ccc(OC)c(OC)c2)C1=O (configuration not stated)	-8	10	1	i	4	-5	-2	-4	8
CC(=O)c1c(C)oc2ccc(NS(=O)(=O)c3cccs3)cc12	-5	3	1	i	-1	-8	12	1	-7
COC(=O)c1ccc(COC(=O)c2cnc(Cl)c(Cl)c2)cc1	6	-5	-3	i	3	-3	1	32	-6
COc1ccc2c(C)nc(Nc3nc(-c4ccccc4)cc(=O)[nH]3)nc2c1	8	-14	-1	i	-1	-1	24	0	-7
CC(=O)c1ccccc1NC(=O)COC(=O)CSCC(=O)Nc1cc(C)on1	-9	2	0	i	0	1	-1	-9	2
Cc1nc(SCC(=O)N2CCOCC2)c2ccsc2n1	-8	16	-1	i	-1	-5	12	-4	1
CCN(CC)CCNC(=O)C(=O)Nc1cc2c3c(c1)CC(=O)N3CCC2	-11	-8	1	i	6	-3	1	-4	3
CN(CC(=O)Nc1cccc(F)c1)C(=O)CCc1nc2sc3c(c2c(=O)[nH]1)CCCC3	-19	2	-14	i	-2	0	-36	-2	-17
Cc1oc2c(CN3CCCC3)c(O)ccc2c(=O)c1Oc1ccccc1Br	5	23	9	/	0	-5	-1	-7	-9
NC(=O)NCc1cccs1	4	9	3	i	-2	-5	-2	-1	-9
O=C(CSc1ccc2ccccc2n1)N/N=C/c1ccccc1O	10	-17	-1	i	-3	-10	10	10	-4
N/C(=N\OC(=O)CC1CCCCC1)c1ccc(Cl)cc1	0	8	0	i	0	-4	2	2	-7
CN(C)C(=O)COc1ccc2cc(-c3ccccc3)c(=O)oc2c1	2	12	5	i	-6	-3	9	-11	6
O=c1[nH]c2ccc(NC(=S)Nc3ccc(Cl)cc3Cl)cc2[nH]1	-2	2	3	i	0	-4	1	-5	35
O=C1CC(c2ccc(F)cc2)CC(O)=C1C=NCCN1CCN(C(=O)Nc2ccccc2)CC1 (configuration not stated)	-5	-9	4	i	2	1	7	-2	-9
Cc1ccsc1C(=O)N1CCCC(N2CCN(c3cccc(Cl)c3)CC2)C1 (configuration not stated)	1	19	-2	i	0	-1	-2	3	-1
CCOC(=O)N1CCN(C(=O)CSc2nnc(-c3cc(OC)cc(OC)c3)o2)CC1	8	14	2	i	0	-2	18	6	2
COc1ccc(C(c2c[nH]c3ccccc23)c2c[nH]c3ccccc23)cc1O	-4	6	3	i	-4	-2	-11	36	-6
CCCCN1C(=O)NC(NS(=O)(=O)c2ccc(N)cc2)(C(F)(F)F)C1=O (configuration not stated)	-8	-4	0	i	-1	-3	-6	-6	6
CN1/C(=C/C=N/n2cnnc2)C(C)(C)c2ccccc21	-1	27	11	i	1	-6	-23	-12	7
O=C(NCc1ccc(Cl)c(Cl)c1)c1cc(C2CCCCN2C(=O)c2cccs2)on1 (configuration not stated)	1	-4	-5	i	-4	6	-4	21	2
COc1ccc(-n2cc(CN(C)CCO)c(-c3cccc(F)c3)n2)cc1	-1	1	-2	/	0	-3	13	-5	-2

Next part, overlapping the part above by 3 compounds.
SMILES	E coli Lon inh	SKN-1 block	MT1-MMP act inh	Neddyl block	Rin1 Abl inh	MsrA act	NRP1-CendR mod	FAS TE block	PABP1 MLLE inh
CN1/C(=C/C=N/n2cnnc2)C(C)(C)c2ccccc21	-1	27	11	i	1	-6	-23	-12	7
O=C(NCc1ccc(Cl)c(Cl)c1)c1cc(C2CCCCN2C(=O)c2cccs2)on1 (configuration not stated)	1	-4	-5	i	-4	6	-4	21	2
COc1ccc(-n2cc(CN(C)CCO)c(-c3cccc(F)c3)n2)cc1	-1	1	-2	/	0	-3	13	-5	-2
Cc1cccc(N2CCN(C(=O)c3oc4ccc(Br)cc4c3C)CC2)c1C	-2	10	7	i	3	-3	12	30	-7
Cc1nn(-c2ccccc2)c2nc(N)c(C#N)c(-c3ccc(C(C)(C)C)cc3)c12	1	-5	3	i	1	-6	12	17	10
COc1ccc(S(N)(=O)=O)cc1C(=O)OCCCOC(=O)c1cc(S(N)(=O)=O)ccc1OC	-10	13	-4	i	6	2	0	-6	-11
CN(C(=O)c1cccc(NC(=O)Cc2ccc(NC(=O)C3CCN(C(=O)c4ccccc4)CC3)cc2)c1)C1CCCC1	-8	6	-8	i	0	-6	-4	-7	2
COc1ccc(NC(=O)CN2C(=O)/C(=C3\SC(=S)N(C4CCS(=O)(=O)C4)C3=O)c3ccccc32)cc1 (configuration not stated)	1	10	-4	i	-4	-6	5	4	25
Cc1ccc2oc(=O)n(CCOc3ccccc3C)c2c1	3	-4	-6	i	2	-14	38*	29	4
CCC(C)(C)NC(=O)c1cc(OC)c(OC)cc1[N+](=O)[O-]	1	-3	0	i	1	0	7	-7	-12
Cc1nn(C)c(C)c1N1C(=O)c2cccc3c(Br)ccc(c23)C1=O	6	8	-201	i	-9	-6	-5	-9	16
Cc1cnc(C(=O)OCC(=O)Nc2cccc3ccccc23)cn1	-10	-2	1	i	3	13*	-1	-9	-15
Cc1c(C#N)c2ccccc2n1CC(=O)NCc1cccnc1	5	2	5	i	-4	0	-20	-6	9
CCOC(=O)CC(=O)CSc1ncnc2c1nnn2-c1ccc(F)cc1	-9	-7	-9	i	0	-2	-5	-2	33
O=C(c1ccco1)N(Cc1ccc(Cl)cc1)Cc1ccco1	6	10	0	i	5	-5	-9	8	-3
CC1=CC(=C(C#N)C#N)C=C(C)N1CCN1CCNCC1	-8	-3	-3	i	1	-6	-6	6	-20
CCOC(=O)c1ccc(N2CCOCC2)c(NC(=O)c2nccnc2C(=O)O)c1	7	19	-2	i	-1	-1	13	-5	-2

Assay outcomes: PubChem BioAssay, several laboratories
